Compound activity: PubChem BioAssay, several laboratories
PfM18AAP inh: PfM18AAP inhibitors, malaria aminopeptidase, primary screen, biochemical, QFRET, recombinant enzyme | H-Glu-NHMec fluorogenic cleavage | inhibition, % at 7.35 µM | actives 1.2% (n = 290,000) | AID 1822, 2009;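 active means inhibition above the campaign mean inhibition over all tested compounds plus 3 SD, cut at about 28% in these data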;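 further: 0% = plate median of test compound wells and 100% = 2 mM ZnCl2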
IDE inh: human IDE inhibitors in live cells, primary screen, fluorescence polarization, HEK cells, FAbetaB substrate. actives 0.41% (n = 320,000). Insulin-degrading enzyme (Homo sapiens), P14735. inhibition, % at 5.59 µM. FAbetaB cleavage;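 active means percent inhibition above the average of all tested compounds plus 3 SD, set per screening campaign, cut at about 16% in these data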;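 further: IDE supplied by intact live HEK cells; FP after avidin binding of uncleaved biotin substrate so inhibition keeps polarization high; 0% = DMSO wells and 100% = 60 µM reference IDE inhibitor Ii1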
NS3 helicase inh: inhibitors of HCV NS3 helicase, primary screen, biochemical, Cy5 molecular beacon fluorescence | Hepatitis C virus NS3 helicase | NS3 helicase DNA unwinding | inhibition, % at 10.9 µM | actives 0.56% (n = 290,000) | AID 1800, 2009;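 active means inhibition above the mean of all tested compounds plus 3 SD, set per campaign, cut at about 35% in these data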;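 further: 0% = DMSO wells and 100% = thioflavine S control wells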
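System: NS3 helicase fragment of HCV / Schedule: 1 h at 25 °C / Control set: DMSO alone as 0% and 110 µM thioflavine S as 100% / Reagent: Cy5/quencher beacon DNA duplex and ATP to start / Technique: Cy5 fluorescence / Replication: singlicate / Evaluation: % inhibition of end-to-start signal ratio versus controls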
IDE cell activ: human IDE activators in live cells, primary screen, fluorescence polarization, HEK cells, FAbeta-B substrate; actives 0.073% (n = 340,000); FAbeta-B cleavage; 0% vehicle, 100% cell-free pure enzyme wells; activation, % at 5.96 µM; AID 493087, 2011; Insulin-degrading enzyme (Homo sapiens), P14735;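 active means activation above the mean of all tested compounds plus 3 SD, set per screening campaign, cut at about 17% in these data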
VIM-2 inhibitor: VIM-2 metallo-beta-lactamase inhibitors, primary screen, biochemical, epi-absorbance readout, Pseudomonas aeruginosa enzyme | purified VIM-2, nitrocefin hydrolysis, epi-absorbance fluorescence | inhibition, % at 5.6 µM | actives 0.89% (n = 290,000) | AID 1527, 2009;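 active means inhibition above the mean of all tested compounds plus 3 SD, cutoff set per screening run, cut at about 7.5% in these data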;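 further: red hydrolysis product quenches plate fluorescence so inhibitors raise well fluorescence; 0% = enzyme with DMSO and 100% = DMSO without enzyme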
pCIP destab: p/CIP-EGFP fusion destabilizers, primary screen, fluorescence, F442A cells; Q05BA5; 16 h; decrease of EGFP signal, % at 10 µM; actives 0.01% (n = 290,000); AID 1984, 2009;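 active means EGFP signal decrease of at least 30% at 10 µM or well 3 SD below plate mean, unless failing retest; inactive means the rest, including hits failing retest or dose response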; further: some compounds called inactive have numbers as strong as hits; many of its hits are not listed in these tables
FID counter: compounds displacing fluorescent DNA intercalator, primary screen, artefact control for HCV NS3 helicase inhibitor project, biochemical, FID fluorescence. actives 0.17% (n = 290,000). DNA fluorescent intercalator displacement. inhibition, % at 7.9 µM; in the data active means inhibition above about 37%;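 further: 0% = vehicle and 100% = reference compound; higher means more ethidium bromide displaced from hairpin DNA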
UBC9 SUMO inh: inhibitors of in vitro SUMOylation cascade, primary screen, biochemical, HTRF, uHTS | SUMO-conjugating enzyme UBC9 (Homo sapiens), P63279 | HTRF SUMOylation assay, SAE1/SAE2 + UBC9 | inhibition, % at 35 µM | actives 0.36% (n = 290,000) | AID 2006, 2009; in the data active means inhibition above about 50%, passing the limit was not always enough; further: strong numbers were not always called active
Target sequence (P63279 whole entry, looked up): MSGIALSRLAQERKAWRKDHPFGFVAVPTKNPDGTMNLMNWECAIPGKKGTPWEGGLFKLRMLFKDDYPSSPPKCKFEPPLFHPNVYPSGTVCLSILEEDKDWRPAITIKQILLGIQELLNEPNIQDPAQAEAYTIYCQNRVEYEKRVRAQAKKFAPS
IMP-1 inh: IMP-1 metallo-beta-lactamase inhibitors, primary screen, biochemical, epi-absorbance readout, Pseudomonas aeruginosa enzyme. inhibition, % at 5.6 µM. AID 1556, 2009. actives 0.45% (n = 290,000). metallo-beta-lactamase IMP-1 (Pseudomonas aeruginosa). purified IMP-1, nitrocefin hydrolysis, epi-absorbance fluorescence;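 active means inhibition above the mean plus 3 SD of all compounds in the same screening run, cut at about 4.5% in these data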;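 further: 0% = IMP-1 with DMSO and 100% = DMSO wells lacking enzyme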
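Assay system: purified IMP-1; Quantity: IMP-1 0.2 nM before substrate addition; Medium: HEPES buffer pH 7.1 with ZnSO4 and Brij 35; Incubation: 15 min enzyme–compound preincubation, then 25 min nitrocefin reaction, 25 °C; Signal: fluorescence quenching readout, ex 480/em 530 nm; Controls: DMSO with and without IMP-1; Repeats: singlicate testing.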
Numbers without * were called inactive; . = no result given.

mol	PfM18AAP inh	IDE inh	NS3 helicase inh	IDE cell activ	VIM-2 inhibitor	pCIP destab	FID counter	UBC9 SUMO inh	IMP-1 inh
CN(c1nc(-c2ccccc2)cs1)C1CCS(=O)(=O)C1 (stereo not given)	-1	1	6	0	-0.8	-19	-3	12	-1.7
O=C(O)C1C2CCC(C2)C1C(=O)NCCc1cccc(Cl)c1 (stereo not given)	2	1	-3	-7	0.1	-11	-4	-4	-1.8
CN(Cc1nccs1)C(=O)C1CCC(=O)N(Cc2ccccc2F)C1 (stereo not given)	-5	-5	0	6	-2.5	-2	-11	11	-2.7
CC(C)c1ccc(-c2nn[nH]n2)cc1	1	2	3	3	-4.0	-2	2	9	-2.2
NC(=O)C1CCN(CC(=O)Nc2nc(-c3ccccc3)cs2)CC1	8	2	7	2	-3.4	-8	-2	2	-3.5
Brc1ccc(-c2nnc(-c3cccc(Br)c3)o2)cc1	2	5	-3	3	-3.6	-28	-2	-9	-1.9
COCCN(CCOC)S(=O)(=O)c1ccc(Cl)nc1	-2	-2	-2	4	-0.7	7	-4	3	-0.8
O=C(Cc1ccc(F)cc1)Nc1ccc2[nH]ncc2c1	-4	0	-2	5	-0.9	-6	1	0	0.2
CC1CCC(NC(=O)c2nn(C)c3c2CSc2ccccc2-3)CC1 (stereo not given)	0	1	-5	7	-1.3	-7	-20	-1	-3.1
O=C(NCc1ccc2c(c1)OCO2)c1cc(S(=O)(=O)N2CCCCC2)ccc1F	-5	3	-6	1	-0.2	12	-18	1	-1.3
CN1C2C=C3C(C#N)=C(N)C(C#N)(C#N)[C@@H](c4ccc(Cl)cc4)[C@@H]3C1CC2 (stereo not given in full)	7	8	-1	-4	-3.2	-1	-5	4	-2.0
Cn1c(=O)oc2cc(S(=O)(=O)N3CCC(C(=O)N4CC=C(c5ccccc5)CC4)CC3)ccc21	5	.	10	-9	-1.6	-9	-12	12	-3.1
CCOc1cc(C(=O)O/N=C(\N)c2ccccn2)cc(OCC)c1OCC	3	0	7	4	-1.8	2	-34	-10	-2.9
COc1cc(/C=N/NC(=O)c2ccc3nc[nH]c3c2)ccc1O	2	2	-2	4	-2.6	6	0	16	-0.5
O=C(c1cc(F)c(F)cc1Cl)N1CCN(c2ncccn2)CC1	3	0	5	2	-2.8	-5	-17	6	-3.8
COc1ccc(OC)c(C(=O)c2ccc(C(=O)Nc3ccccc3)cc2)c1	-2	2	12	6	-0.1	6	-13	-10	-3.4
O=[N+]([O-])c1ccc(-c2nc(-c3ccncc3)no2)cc1	-7	1	7	1	-2.5	-10	1	11	-2.7
CCCCC(=O)Nc1cccc(NC(=S)NC(=O)Cc2ccccc2)c1	-11	-1	-5	3	-1.8	-1	-26	0	-2.3
CNC(=O)NC(=O)C(NC1CCCc2ccccc21)c1ccccc1 (stereo not given)	-2	2	-10	3	0.9	-18	-27	-8	0.7
Cc1ccc2c(c1)C1(OCCCO1)C(=O)N2	1	8	5	-1	-1.0	14	1	-2	-2.6
CCOc1ccc(NC(=O)c2cccc(-n3cnnn3)c2)cc1	-6	0	-1	-2	-2.5	4	-4	19	-2.7
COc1cc(NC(=O)c2cccc(Cl)c2)c(OC)cc1NC(=O)CN1CCOCC1	-2	7	-10	4	-1.1	-12	-17	9	-1.4
O=C(O)c1sc2cccc(Cl)c2c1Cl	3	-2	4	5	-0.6	-2	-12	2	-2.4
Cc1ccc(C)c(N2CCN(C(=O)Cc3ccc(-n4c(=O)[nH]c5ccsc5c4=O)cc3)CC2)c1	3	-2	-3	0	-0.5	-4	-31	-15	-3.9
COc1ccccc1NC(=O)/C(=C\c1cccnc1)NC(=O)c1ccccc1	-1	0	6	2	0.5	-11	-12	4	-2.5
CC(=O)c1ccc(NC(=O)CSc2n[nH]c(-c3cccnc3)n2)cc1	-17	-5	-7	0	-3.6	5	-5	12	-4.6
CCN(CC)S(=O)(=O)c1cccc(-c2nnc(SCC(=O)NC3CCCC3)n2N)c1	4	-2	-1	5	-0.4	1	-21	10	0.3
COc1ccc(-c2noc(CCC(=O)NC3CCCC3)n2)cc1	-1	-2	-8	0	-2.9	5	-8	-2	-1.3
COc1ccc(Oc2coc3cc(OC(=O)/C=C/c4ccc(F)cc4)ccc3c2=O)cc1	-7	4	-8	-1	-3.6	7	1	13	-3.6
Cc1onc(-c2ccccc2Cl)c1C(=O)Nc1nnc(-c2ccc(F)cc2)s1	5	0	-10	4	-4.6	-7	-22	2	-3.8
N#CCCCSC1=C(C#N)C(c2ccccc2Cl)CC(=O)N1 (stereo not given)	9	-1	2	3	-1.1	-2	-1	29	-2.5
O=C(NC1CCN(C(=S)Nc2ccc(Cl)cc2)CC1)C1CCCCC1	-10	-3	-3	3	-2.0	-7	-6	-4	-1.0
O=C(C[n+]1ccccc1)c1ccc(Cl)cc1	-3	7	-3	0	-1.4	7	4	5	-2.5
CC(=O)N1CCN(S(=O)(=O)c2cccc(C(=O)Nc3nc4c(s3)CCCC4)c2)CC1	-2	3	1	0	-1.6	-11	-15	14	0.2
CCCCc1ncc(CN2CCC(n3nccc3NC(=O)c3ccccc3Cl)CC2)[nH]1	-9	-4	-5	8	-1.2	-12	17	0	0.1
O=C(NN=C(Cc1ccccc1)Cc1ccccc1)c1ccccc1O	22	-7	-4	.	0.8	-4	-4	12	-1.1
Cc1cc(Nc2cccc([N+](=O)[O-])c2)n2c(nc3ccccc32)c1C#N	-3	4	12	4	-2.0	-12	0	-12	-2.7
Cc1ccc2nc(NC(=O)c3ccc(Br)o3)sc2c1	-7	-8	0	5	1.0	0	3	5	1.8
O=C(COC(=O)c1cc(-c2cccc(Br)c2)nc2ccccc12)NCC1CCCO1 (stereo not given)	-8	0	-3	0	-1.3	9	-3	-28	-2.0
Cc1ccccc1NC(=S)N/N=C1\CC(C)(C)Oc2ccc(O)cc21	7	-2	6	3	-4.4	-7	-15	-17	-1.6
CC1CCN(CCc2nc3cc(NS(=O)(=O)c4ccccc4)ccc3n2C)CC1	-1	-6	-13	-5	-3.3	-21	16	26	-3.6
CCN(CC)P(=O)(Nc1ccc(C)cc1Br)c1ccc(N(C)C)cc1NC(=O)c1ccco1 (stereo not given)	4	5	-8	-2	0.0	-6	-17	6	0.5
COC(=O)c1ccc(NC(=S)N2CCN(C)CC2)cc1	16	2	5	0	-1.1	10	-3	15	-2.2
COc1ccccc1NC(=O)CN1CCC(c2nc3ccc(C)cc3[nH]2)CC1	6	-7	-19	2	-3.4	-9	12	-14	-1.0
Cc1[nH]c2ccccc2c1C1(O)C(=O)N(Cc2ccc3c(c2)OCO3)c2ccccc21 (stereo not given)	-8	7	-11	-2	0.0	-7	-14	15	-0.6
Oc1cc(-c2ccccc2)c2ccccc2c1	10	0	3	-4	-3.6	1	-2	1	-2.8
C=CCNc1cnn(CC(C)=O)c(=O)c1Br	-13	2	-1	4	0.2	0	-1	25	-2.4
COC(=O)/C(C#N)=C/c1c(N2CCN(c3ccc(OC)cc3)CC2)nc2c(C)cccn2c1=O	15	1	8	0	-0.2	-11	-25	4	-1.1
CCN(CC)c1ccc(C(=O)OCC(=O)N2CCCC2)cc1	6	-3	3	0	-4.9	-5	-26	6	0.0
Cc1ccc(-n2cc(C(=O)c3ccc(N4CCN(C)CC4)cc3)nn2)cc1Cl	-16	-2	-19	8	2.0	-1	2	-1	1.3
OCCC1CN(C2CCN(c3ccccc3)CC2)CCN1Cc1ccc(F)c(F)c1 (stereo not given)	-2	6	-4	-1	-6.1	-15	12	15	-3.6
Cn1nnnc1SCc1nnc(-c2ccccc2Br)o1	1	4	10	1	-4.5	-11	-1	-17	-2.8
Cn1c(/C=C/c2cccc([N+](=O)[O-])c2)nc2ccccc2c1=O	-3	6	-11	0	-0.3	0	-2	14	-3.8
COc1cccc(NC(=O)CN(C)S(=O)(=O)c2ccc3[nH]c(=O)oc3c2)c1	12	-1	34	4	-0.5	-24	-4	.	-1.1
COc1ccc(NC(=O)CCNS(=O)(=O)c2ccccc2F)cc1S(N)(=O)=O	0	3	-9	-1	-1.9	6	-4	-12	-1.3
CC(=O)CSc1nnc(Cc2ccc([N+](=O)[O-])cc2)o1	7	1	0	1	-2.1	6	3	-10	-2.6
Cc1cc(C(=O)N(CCC#N)Cc2cccs2)no1	0	-1	-9	4	-0.2	-4	-3	4	-0.8
CCc1ccc(NC(=O)c2cc(-c3ccco3)on2)cc1	2	-4	2	7	0.4	2	-6	20	-0.7
CCCc1ccc(OCCNC(=O)C2CCCCC2)cc1	0	2	-7	6	-2.2	-9	-28	-16	-2.2
Cc1cc(C)nc(SCCCNCc2ccccc2)n1	-1	2	6	0	-2.0	-13	6	12	-5.8

Further results:
mol	PfM18AAP inh	IDE inh	NS3 helicase inh	IDE cell activ	VIM-2 inhibitor	pCIP destab	FID counter	UBC9 SUMO inh	IMP-1 inh
COc1ccc(CCNc2oc(COc3ccccc3Cl)nc2C#N)cc1OC	-1	6	-5	-3	-2.4	1	-24	-47	-2.3
Cc1nn(Cc2ccccc2Cl)c2sc(C(=O)Nc3nccs3)cc12	2	6	8	0	-3.9	3	-3	6	-2.6
COCc1cc(=O)[nH]c(N2CCN(C(=O)c3ccco3)CC2)n1	1	1	0	6	-1.5	-11	-7	8	-2.6
Brc1ccc(CN2CCSCC2)cc1	4	0	1	2	-1.1	1	4	-9	1.4
C=CCn1c(SCCOC)nc2c1c(=O)[nH]c(=O)n2C	5	0	-4	-5	0.3	-1	0	11	-4.4
CCOc1ccc(/C=N/NC(=O)C2CC2)cc1OC	2	0	3	1	-1.8	-8	-9	11	-3.6
C=CCn1c(SCC(=O)/C(C#N)=C(\C)N)nnc1C1CCCCC1	-4	8	2	2	-2.1	7	-11	9	-4.6
C=CCN(C(=O)c1csnn1)C(C(=O)NCc1ccccc1)c1ccccc1F (stereo not given)	-1	2	6	5	-2.3	-11	-25	10	-2.1

2 entries from above, with two lines to a compound:
Order of results – PfM18AAP inh	IDE inh	NS3 helicase inh	IDE cell activ	VIM-2 inhibitor	pCIP destab	FID counter	UBC9 SUMO inh	IMP-1 inh
CCOc1ccc(/C=N/NC(=O)C2CC2)cc1OC
    2	0	3	1	-1.8	-8	-9	11	-3.6
Brc1ccc(CN2CCSCC2)cc1
    4	0	1	2	-1.1	1	4	-9	1.4

No enrichment for hits. Share with any hit: about 3.6%.
